Screens deposited in PubChem BioAssay by Fisher Drug Discovery Resource Center.
hcGAS lum = human cGAS inhibition; Q8N884; recombinant h-cGAS, ATP depletion, Kinase-Glo luminescence; inhibition, % at 12.5 µM; 290,000 compounds, 0.081% hits; AID 1259398; in the data active = inhibition above about 40%;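 also: 0% = vehicle reaction and 100% = reaction without DNA for no activity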
Target sequence (Q8N884 whole entry, looked up): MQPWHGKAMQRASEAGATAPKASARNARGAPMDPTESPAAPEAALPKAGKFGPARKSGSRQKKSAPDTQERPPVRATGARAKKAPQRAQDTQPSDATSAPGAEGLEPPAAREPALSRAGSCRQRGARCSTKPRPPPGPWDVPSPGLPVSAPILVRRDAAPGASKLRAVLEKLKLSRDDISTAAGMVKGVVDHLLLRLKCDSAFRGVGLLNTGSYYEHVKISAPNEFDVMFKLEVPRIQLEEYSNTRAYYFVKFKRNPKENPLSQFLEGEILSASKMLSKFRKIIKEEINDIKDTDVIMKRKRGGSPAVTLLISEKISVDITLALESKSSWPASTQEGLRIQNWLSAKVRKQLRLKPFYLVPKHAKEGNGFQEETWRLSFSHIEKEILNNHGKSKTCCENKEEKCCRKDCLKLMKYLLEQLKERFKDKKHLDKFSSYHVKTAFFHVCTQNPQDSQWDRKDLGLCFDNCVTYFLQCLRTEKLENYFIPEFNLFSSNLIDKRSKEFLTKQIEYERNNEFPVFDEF
Starred values were filed as active, the others as inactive. Not all compounds are listed; count on the stated rates, not on these rows.

compound	hcGAS lum
CC(=O)Nc1ccccc1OCC(=O)NC(C)CCc1ccccc1 (stereo not drawn)	-2
CC(=O)c1cccc(-c2cccc3[nH]ccc23)c1	1
O=C(Nc1nn2cc(-c3ccc(Cl)cc3)nc2s1)C1CCCC1	-5
Cc1ccc(NS(=O)(=O)c2cc(Cl)cc(Cl)c2)cc1S(N)(=O)=O	-14
Clc1ccc(-c2ccc(CNCC3CCCO3)o2)c(Cl)c1 (stereo not drawn)	-1
CCn1c(C2CCCN(Cc3cc(C(C)(C)C)n[nH]3)C2)n[nH]c1=O (stereo not drawn)	1
Cc1nc2c(cnn2C(C)C)cc1C(=O)NC1CCSc2ccc(Cl)cc21 (stereo not drawn)	0
C=CCOc1ccccc1CN1CCC(CC2CC2)(C(=O)OCC)CC1	-3
CC(CC(=O)O)CC(=O)N(c1ccccc1)c1ccccc1 (stereo not drawn)	-4
Cc1cc(=O)n(C)cc1NC(=O)c1ccc(-c2ccccc2Cl)o1	-6

Some values from the results shown.
`CC(CC(=O)O)CC(=O)N(c1ccccc1)c1ccccc1` (stereo not drawn) in hcGAS lum → -4
`CC(=O)c1cccc(-c2cccc3[nH]ccc23)c1` in hcGAS lum → 1
`Cc1ccc(NS(=O)(=O)c2cc(Cl)cc(Cl)c2)cc1S(N)(=O)=O` in hcGAS lum → -14
`Cc1nc2c(cnn2C(C)C)cc1C(=O)NC1CCSc2ccc(Cl)cc21` (stereo not drawn) in hcGAS lum → 0
`C=CCOc1ccccc1CN1CCC(CC2CC2)(C(=O)OCC)CC1` in hcGAS lum → -3
`CC(=O)Nc1ccccc1OCC(=O)NC(C)CCc1ccccc1` (stereo not drawn) in hcGAS lum → -2

The listing continues.
compound	hcGAS lum
Cc1cc(COC(=O)c2cc(S(=O)(=O)NC3CC3)ccc2C)on1	-8
COCC(NC(=O)c1ccccc1N1CCOCC1)c1ccnn1C (stereo not drawn)	1
CC(C)Cc1nc2sc(C#N)c(N)n2c(=O)c1C#N	-6
O=C(CSc1nc2ncccn2n1)Nc1cccc(Cl)c1Cl	-6
O=C(O)/C=C\C(=O)Nc1ccccc1CO	5
CC(C)Cc1noc(CNC(=O)C(C)N2C(=O)c3cccc4cccc2c34)n1 (stereo not drawn)	-2
COCC1(C(=O)NC(C)c2ccc(S(C)(=O)=O)cc2)CCC1 (stereo not drawn)	-3
CC1c2cccn2CCN1C(=O)CN1CC(=O)Nc2ccccc21 (stereo not drawn)	2
CN1CCC(C)(CNC(=O)CSc2nc3ccccc3c(=O)[nH]2)C1 (stereo not drawn)	-3
C=CCNC(=O)N1CCC(n2nccc2NC(=O)CCCc2ccccc2)CC1	-4
O=C(OC1CCc2[nH]c3ncccc3c2C1)c1ccccc1 (stereo not drawn)	-5
O=C(c1cccnc1)N1CCC(CO)(Cc2ccccc2Cl)CC1	-3
CC(C)Oc1ccc(CN2CCCC(CO)(Cc3ccccc3)C2)cc1CO (stereo not drawn)	-7
c1ccc(COC2CCCN(Cc3ccc(-n4ccnc4)cc3)C2)nc1 (stereo not drawn)	-1
CC1(C)CC(Nc2nc3nonc3nc2N2CCOCC2)CCO1 (stereo not drawn)	-5
CCn1ncc(C(=O)N(C)Cc2cc(-c3ccncc3)no2)c1C	-5
O=C(CCC(=O)c1ccc(Cl)cc1)Nc1c(F)cccc1F	-3
Cc1ccsc1CNc1ccc(C(=O)N2C[C@H](OC(C)C)[C@@H](O)C2)cc1	-5
OCC1CCCN(Cn2nc(-c3ccccc3)n(-c3ccc(F)cc3F)c2=S)C1 (stereo not drawn)	-7
COc1cc(OC)c(C(=O)Nc2ncc(C)s2)cc1OC	-1
CCOC(=O)c1[nH]nc2c1CC/C2=C\c1ccccc1	-11
Cc1ccc(S(=O)(=O)Nc2ccc(C)c(C(=O)O)c2)c(F)c1	4
CCOC(=O)Nc1nc2ccccc2[nH]1	-3
COCC1CCCN(c2nc3nonc3nc2N2CCOCC2)C1 (stereo not drawn)	-7
COc1cccc([C@@H]2C[C@H]3CN(Cc4cccc(Cl)c4)C(=O)[C@]34CCCN24)c1	-5
COc1ccc(-n2ccnc2CN2CCc3nc(C)n(C)c(=O)c3CC2)cc1	-4
Cc1cc(C2=CCCCC2)cs1	-1
COc1ccccc1-c1nn(-c2ccccc2)cc1CO	-7
CCc1ccc(CN2CCC(C(=O)Nc3ccccc3-c3cccc(OC)c3)CC2)o1	-1
C=C(C)COc1cccc(C(=O)NCCn2cccn2)c1	-3
COc1cc(C(=O)Nc2ccc(NC(=O)C(C)(C)C)c(OC)c2)ccn1	-7
CC(C)c1cc(C(=O)N(Cc2nccn2C)C2CC2)cs1	-4
CN1CCCCC1CCNC(=O)c1ccc(N2CCc3ncccc3C2)nc1 (stereo not drawn)	-4
CC(=O)c1ccc(NC(=O)C2CC(O)CN2S(=O)(=O)c2ccc(Cl)cc2)cc1 (stereo not drawn)	-12
Cc1[nH]c2ccc(CNc3cncc(C(=O)N(C)C)n3)cc2c1C	-7
CC(=O)N[C@@H]1C[C@H](Cc2ccccc2)O[C@H](c2cnc3ccccc3c2)C1	-4
CCN(Cc1noc(CC(C)C)n1)C(=O)CC1C=CS(=O)(=O)C1 (stereo not drawn)	-1
CCOC(=O)c1cnc(SCc2ccc(Cl)cc2)nc1N	-7
O=C(CCC1CCCC1)Nc1nc(-c2ccccn2)cs1	-1
CCSc1ncc(-c2nccn2-c2ccc(-c3ccn[nH]3)cc2)cn1	-4

For convenience, some entries already given:
compound	hcGAS lum
COc1cc(C(=O)Nc2ccc(NC(=O)C(C)(C)C)c(OC)c2)ccn1	-7
CC(C)c1cc(C(=O)N(Cc2nccn2C)C2CC2)cs1	-4
CN1CCCCC1CCNC(=O)c1ccc(N2CCc3ncccc3C2)nc1 (stereo not drawn)	-4
CC(=O)c1ccc(NC(=O)C2CC(O)CN2S(=O)(=O)c2ccc(Cl)cc2)cc1 (stereo not drawn)	-12
Cc1[nH]c2ccc(CNc3cncc(C(=O)N(C)C)n3)cc2c1C	-7
CC(=O)N[C@@H]1C[C@H](Cc2ccccc2)O[C@H](c2cnc3ccccc3c2)C1	-4
CCN(Cc1noc(CC(C)C)n1)C(=O)CC1C=CS(=O)(=O)C1 (stereo not drawn)	-1

(list continues)
compound	hcGAS lum
CCOc1ccc(-n2nc3c(N4CCCN(C)CC4)nnc(C)c3c2C)cc1	-6
CC(=O)Nc1ccc(NC(=O)C(C)OC(=O)c2ccc(Br)o2)cc1 (stereo not drawn)	0
Cc1cc(NC(=O)c2c(C)noc2C)n(C)n1	-11
CC(c1ccon1)N(C)C(=O)c1ccc(-c2ccccc2Cl)o1 (stereo not drawn)	-4
Cc1ccc(Cl)c(-c2nccn2CCN2CCCOC2=O)c1F	-1
CCOC(=O)N1CCC(NC(=O)CN(Cc2c(F)cccc2Cl)C2CC2)CC1	-8
CCCN(Cc1nccn1C)C(=O)c1ccc(-n2cnnc2)cc1	3
O=C(Nc1ncc(Cl)s1)c1ccc(Cl)cn1	-5
CC(C)c1n[nH]c2c1CN(C(=O)c1cccc(C#CC(C)(C)O)c1)CC2	-1
OCC1(CCOc2ccccc2)CCN(Cc2ccccc2OC(F)F)CC1	-3
c1csc(CNc2nc3nonc3nc2N2CCCN(Cc3cccs3)CC2)c1	-9
CN(C)c1cccc(C(=O)N2CCCC(CCC(=O)N3CCN(c4ccccn4)CC3)C2)c1 (stereo not drawn)	-4
CC(C)n1cc(CN(Cc2ccccc2)Cc2nccs2)cn1	-4
O=C(Cn1nnc(-c2ccccc2Cl)n1)N1CCNC1=O	-3
Cc1csc2c(N3CCC(O)(CO)CC3)ncnc12	-3
O=C1NN=C(c2ccccc2)Cc2ccccc21	-9
CC(c1ccc(-c2cncnc2)cc1)N1CCCCC1 (stereo not drawn)	1
COc1ccc(OC)c(CC(=O)NC(C)c2cnn(-c3ccccn3)c2C)c1 (stereo not drawn)	-2
O=C(CS(=O)(=O)Cc1c(Cl)cccc1Cl)Nc1ccccc1	7
CC(CN(C)C)C(=O)c1ccsc1 (stereo not drawn)	-4
N#Cc1c(-c2ccncc2)c2c([nH]c1=O)-c1ccccc1CC2	-4
CSCC(=O)Nc1cc(C(=O)N(C)c2ccccc2)ccc1Cl	-5
C=CCNC(=O)N1CCC(Cc2nnc(SC)n2C)CC1	-3
COc1cc(Br)c(/C=C2/CSc3ccc(F)cc3C2=O)cc1O	-11
O=C(CC1C(=O)NCCN1CCCc1ccccc1)NCCOc1cccnc1 (stereo not drawn)	-6
Cc1cccc(/C=C2/CCn3c2nc2c(Cl)cc(Cl)cc2c3=O)c1	9
COc1ccc(C2(C(F)(F)F)N=C3SC4=C(CCCC4)N3C(=O)N2)cc1 (stereo not drawn)	0
CCCOc1ccc(C(=O)NNC(=O)c2cc(C)oc2C)cc1OC	-15
CC(Sc1nc(-c2ccccc2)cc(C(F)(F)F)n1)C(=O)Nc1cccnc1 (stereo not drawn)	-6
O=C(c1cnnn1-c1ccccc1)N1CCOC(c2ccc(Cl)cc2)C1 (stereo not drawn)	-8

The list goes on, overlapping the part above by 3 compounds.
compound	hcGAS lum
CCCOc1ccc(C(=O)NNC(=O)c2cc(C)oc2C)cc1OC	-15
CC(Sc1nc(-c2ccccc2)cc(C(F)(F)F)n1)C(=O)Nc1cccnc1 (stereo not drawn)	-6
O=C(c1cnnn1-c1ccccc1)N1CCOC(c2ccc(Cl)cc2)C1 (stereo not drawn)	-8
COc1ccc(Nc2nc(-c3ccc(C)cc3)cc(=O)[nH]2)cc1	-2
CCN1CCCC(C)(C(=O)Nc2ccc(OC)c(NC(=O)c3ccco3)c2)C1 (stereo not drawn)	-4
COc1ncccc1-c1ccc(NC(=O)c2cccnc2)c(C)c1	-5
CCCS(=O)(=O)N1CCC(Cc2nnc(SC)n2C)CC1	1
CN(CCNCCC(=O)Nc1cccc(Cl)c1)S(C)(=O)=O	-7
COCCN(Cc1cccs1)C(=O)c1ccc2[nH]ccc2c1	-5
CC(C)Cc1nc(CNC(=O)c2cnc(-c3ccccc3)nc2)no1	-8
Cc1nc(C(=O)N2CCCC(Cn3cc(-c4ccsc4)nn3)C2)cs1 (stereo not drawn)	-4
Cc1nn(-c2ccc(F)cc2)c(C)c1C(=O)NC1CC(C)N(C2CC2)C1 (stereo not drawn)	-6
Cc1[nH]nc(-c2ccccc2)c1-c1nc2ccccc2[nH]1	0
COc1cccc(-c2ccc(NC(=O)C3CCCN(C(=O)c4cscn4)C3)cc2)c1 (stereo not drawn)	-6
CC(C)NC(=O)[C@@H]1C[C@H](N)CN1Cc1nc(C(C)C)cs1	-8
Cc1c(CCO)sc[n+]1CCc1ccccc1	-1
COC(=O)Nc1cc(S(=O)(=O)Nc2ccc(Cl)cc2)ccc1N1CCCC1	-11
O=C(O)c1cccnc1CN(CCO)C12CC3CC(CC(C3)C1)C2	-4
c1ccc(CNc2ccc(-n3cnnc3)cn2)cc1	-5
Cc1nsc(NC(=O)NCc2ccc(-n3ccnc3C)cc2)n1	-4
Cc1cccc(C(=O)/C=C\Nc2ccc(Cl)cn2)c1	-8
COc1ccc(CN(C)Cc2cc(C)c(C)cc2O)cc1F	-12
Cc1ccsc1C=Nc1ccccc1N1CCCCC1	-8
c1ccc(CNC2C3CC4CC(C3)CC2C4)nc1 (stereo not drawn)	-3
COCC1(C(=O)N2CC=C(n3c(=O)[nH]c4ccccc43)CC2)CCC1	-5
Cc1ccsc1C(CNc1nc(CCN)nc2ccccc12)N(C)C (stereo not drawn)	-6
O=C(c1ccc(N2CCCOCC2)nc1)N1CCCN(c2ncccn2)CC1	-3
O=C(NCCC(=O)N1CC[C@@H](O)C1)c1ccccc1F	-7
Cc1cccn2c(CC(=O)NCc3ccccc3-n3ccnc3C)cnc12	-4
CCOc1ccccc1NC(=O)CC(=O)NC(C)c1nc2c(s1)CCCC2 (stereo not drawn)	-3
COc1ccccc1/C=C/CN1CCC(Cc2nnc(CO)n2C)CC1	-4
O=C1NCC2(CCCN(C(=O)CCN3C(=O)COc4ccccc43)CC2)O1 (stereo not drawn)	-4
Cc1ccccc1C(C)NC(=O)c1cccc(S(N)(=O)=O)c1 (stereo not drawn)	-6

Overlap with the part before: six compounds, then new ones.
compound	hcGAS lum
O=C(NCCC(=O)N1CC[C@@H](O)C1)c1ccccc1F	-7
Cc1cccn2c(CC(=O)NCc3ccccc3-n3ccnc3C)cnc12	-4
CCOc1ccccc1NC(=O)CC(=O)NC(C)c1nc2c(s1)CCCC2 (stereo not drawn)	-3
COc1ccccc1/C=C/CN1CCC(Cc2nnc(CO)n2C)CC1	-4
O=C1NCC2(CCCN(C(=O)CCN3C(=O)COc4ccccc43)CC2)O1 (stereo not drawn)	-4
Cc1ccccc1C(C)NC(=O)c1cccc(S(N)(=O)=O)c1 (stereo not drawn)	-6
Cc1nnsc1Cn1cc(C(C)c2ccccc2)nn1 (stereo not drawn)	-6
COc1cccc(-c2cccc(NC(=O)C3CCN(C4CCOCC4)CC3)c2)c1	-5
CCN1CCCC(NC(=O)c2cc3ccccc3nc2N2CCCC2)C1 (stereo not drawn)	-1
CCn1nc(C)c(S(=O)(=O)Nc2nc(C(C)C)cs2)c1C	-5
Cn1cc(/C=C\C(=O)Nc2ccccc2C(C)(C)C)cn1	-5
CC#CCN(Cc1ccco1)C(=O)c1cc(C)c(C)c(S(N)(=O)=O)c1	1
COC(=O)C(NC(=O)c1ccc2nc[nH]c2c1)c1cccc(C)c1 (stereo not drawn)	-6
O=C(CCN1CCC(Oc2cccnc2)CC1)NCc1ccco1	-3
Cc1ccc(N2C(=O)c3ccccc3S2(=O)=O)cc1S(=O)(=O)N1CCCCC1	-10
Cn1ccc2c(-c3cc(CO)ccn3)ccnc21	3
Cc1nccn1-c1ccccc1CNC(=O)C1=NNC(=O)CC1	-5
O=C(CCC1CCN(C(=O)CCc2cccs2)CC1)NCC1CCCO1 (stereo not drawn)	-3
Cc1ccccc1C1(O)CCN(Cc2c(C)nn(C)c2N2CCOCC2)C1 (stereo not drawn)	-5
